Screening data (PubChem)
12-hLO inh: inhibitors of human 12-lipoxygenase (ALOX12). P18054. purified 12-hLO, xylenol orange hydroperoxide absorbance. Potency, µM (highest dose often 57.1 µM), for the others: at the top dose activity change, negative = inhibition, hits mostly inhibitors. 150,000 compounds, 0.12% hits; also: potency is read from the fitted curve at half-maximal effect; nearly all actives have a fitted effect of over 55% in size; many of its hits are not listed in these tables
Target sequence (P18054 whole entry, looked up): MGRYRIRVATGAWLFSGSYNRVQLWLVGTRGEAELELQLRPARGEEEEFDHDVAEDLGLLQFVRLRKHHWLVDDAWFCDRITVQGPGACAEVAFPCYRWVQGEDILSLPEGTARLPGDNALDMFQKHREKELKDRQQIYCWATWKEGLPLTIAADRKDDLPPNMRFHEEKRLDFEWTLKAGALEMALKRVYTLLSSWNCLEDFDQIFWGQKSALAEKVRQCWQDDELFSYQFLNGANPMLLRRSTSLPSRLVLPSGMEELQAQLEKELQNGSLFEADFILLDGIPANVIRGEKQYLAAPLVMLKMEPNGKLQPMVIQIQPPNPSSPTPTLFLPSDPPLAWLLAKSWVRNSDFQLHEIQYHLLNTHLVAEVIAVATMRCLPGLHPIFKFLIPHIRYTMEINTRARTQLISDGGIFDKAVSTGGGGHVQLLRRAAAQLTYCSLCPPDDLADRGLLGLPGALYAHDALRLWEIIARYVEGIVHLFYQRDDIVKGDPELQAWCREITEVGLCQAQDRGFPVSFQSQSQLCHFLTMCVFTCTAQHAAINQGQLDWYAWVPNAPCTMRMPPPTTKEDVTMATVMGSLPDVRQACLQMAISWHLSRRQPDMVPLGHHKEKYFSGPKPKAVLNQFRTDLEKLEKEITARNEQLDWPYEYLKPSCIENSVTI
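Hydroperoxide output read as Fe(III)-xylenol orange absorbance, 573-to-405 nm ratio, after 30 min reaction with 40 uM arachidonic acid. Enzyme: 150 nM purified human 12hLO, 15 min compound preincubation; 25 mM Hepes pH 7.0, room temperature.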
IMPase inh: IMPase inhibition in cells; inhibition (IP1 accumulation), % at 46.1 µM; P97697; CHO-M1 cells, IP1 accumulation, HTRF TR-FRET ratio; AID 901; 120,000 tested, under 10 active; active = well fitted curve in the direction sought with a large enough effect in the signal ratio, not every such curve was filed as active; inconclusive = small, poorly fitted or top-dose-only effect, or a change in a side signal; inactive = no such curve, though single readings can be large or run the other way; the % refers to the signal ratio;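 also: cells stimulated with carbachol in lithium chloride buffer; plate controls were DMSO basal wells for no effect and reference inhibitor wells for full effect; higher means more IMPase inhibition seen as more IP1 and lower FRET ratio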
Target sequence (P97697 whole entry, looked up): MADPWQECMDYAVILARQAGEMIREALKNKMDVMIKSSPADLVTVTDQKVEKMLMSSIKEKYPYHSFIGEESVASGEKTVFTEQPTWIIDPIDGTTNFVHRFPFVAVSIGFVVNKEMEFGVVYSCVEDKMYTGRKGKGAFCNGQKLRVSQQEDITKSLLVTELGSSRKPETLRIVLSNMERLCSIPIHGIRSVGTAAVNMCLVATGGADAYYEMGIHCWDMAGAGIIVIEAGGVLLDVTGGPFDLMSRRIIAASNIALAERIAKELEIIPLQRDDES
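The IP-One HTRF competitive assay in carbachol-stimulated CHO-M1 cells quantifies cellular IP1. Compounds spanned up to 46 uM final, and activity is expressed as AC50 from concentration-response fits of the ratio and donor data.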
PNC inhibitor: blocks assembly of the perinucleolar compartment. activity change (PNC), negative = inhibition, % at 10 µM. PC3M PTB-GFP, PNC prevalence imaging, 16 h; active compounds read low. AID 2417. 140,000 compounds, 3.1% hits;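 active = readout at or below -70, meaning at least 70% loss of cells showing the perinucleolar compartment, a nuclear body marking cancer cells; inconclusive = readout between -30 and a set limit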;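 also: plate controls were DMSO wells for no effect and camptothecin positive control wells for full effect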
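PC3M cells stably expressing PTB-GFP, 750–1000 cells/well, treated 16 h at 37 °C with compound (23 nl of library stock), in duplicate. After paraformaldehyde fixation and Hoechst stain, imaged at 20x; PNC prevalence scored by image analysis.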
ALOX15B inhib: inhibitors of human 15-lipoxygenase 2 (ALOX15B); AID 881; Potency, µM (titrated, usually from 57.1 µM), inactives show at the highest dose activity change, negative = inhibition, most hits filed as inhibitors; 110,000 compounds, 0.56% hits; purified 15hLO-2, xylenol orange hydroperoxide absorbance; O15296; also: potency is read from the fitted curve at half-maximal effect; nearly all actives have a fitted effect of over 60% in size; many of its hits are not listed in these tables
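Enzyme 50 nM, AA 45 uM, 25 mM Hepes pH 7.5 + 0.01% Triton X-100; cpd preinc 15 min RT, rxn 90 min RT; stop/detect with 200 uM XO + 300 uM Fe(II) in 50 mM H2SO4, 30 min; A573/A405.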
* hit, by the source's call; ? = inconclusive; . = no result given; & = joins results of further samples; [ ] = another dose, or the depositor's remark. Unless noted, calls follow the shape of the dose curve; as a rule, active = well fitted curve in the direction sought with a large enough effect; inconclusive = small, poorly fitted or top-dose-only effect, or another doubt; inactive = no such curve, though single readings can be large; an effect the other way counts as inactive or inconclusive. Unless noted, % is scaled to controls: 0 for no effect and ±100 for the full control effect. Some of the compounds tested; count on the stated rates, not on these rows.

12-hLO inh	IMPase inh	structure	PNC inhibitor	ALOX15B inhib
?	2	O=C1CCCC2=C1C(c1ccc(Br)cc1)c1c([nH]c(=S)[nH]c1=O)N2 (stereo not drawn)	-13	32µM*
1%	4	Cc1ccc2nc3ccc(N4CCN(C)CC4)nn3c(=O)c2c1	-18	-19%
4%[11.4 µM]	.	O=C(O)[C@@H]1[C@@H](C(=O)NCc2ccncc2)[C@@H]2C=C[C@@H]1O2	.	-3%[11.4 µM]
3%	-3	CCc1ccccc1N(C(=O)Cn1nnc2ccccc21)C(C(=O)NCCOC)c1ccco1 (stereo not drawn)	-5	4%
7%	8	CCCCCc1nc2sc3c(c2c(=O)n1N)CCC3	26	.
-3%	11	CC1(c2ccc(OC(F)F)cc2)NC(=O)N(CC(=O)Nc2ccc3c(c2)OCO3)C1=O (stereo not drawn)	?	6%[2.29 µM]
2%	4	COc1ccc(C(=O)Nc2nncs2)c(OC)c1	-11	.
-7%	-2	Cc1cc(NC(=O)COn2nnc3ccccc32)no1	1	11%
2%	.	Cc1cc(OCC(=O)NC(C)C)cc(C)c1Br	46	.
18%	0	CCCc1[nH]n(-c2nc3ccccc3s2)c(=O)c1C=NCC1CCCO1 (stereo not drawn)	-20	29%
-11%&-2%	?	Cc1ccc(Cl)cc1NC(=O)COC(=O)C12CC3CC(CC(C3)C1)C2	-22&-21	-9%
1%	12	Cc1cc(C(=O)CN2C(=O)CCC2=O)c(C)n1Cc1ccccc1	-1	5%

Fetched one by one from above, 2 records:
12-hLO inh	IMPase inh	structure	PNC inhibitor	ALOX15B inhib
-3%	11	CC1(c2ccc(OC(F)F)cc2)NC(=O)N(CC(=O)Nc2ccc3c(c2)OCO3)C1=O (stereo not drawn)	?	6%[2.29 µM]
2%	.	Cc1cc(OCC(=O)NC(C)C)cc(C)c1Br	46	.

(more compounds)
12-hLO inh	IMPase inh	structure	PNC inhibitor	ALOX15B inhib
-5%	1	O=C(CC1(O)C(=O)N(Cc2ccc3c(c2)OCO3)c2ccccc21)c1ccccc1 (stereo not drawn)	-6	-10%
-3%	?	O=C(O)C1CCCN1C(=O)Oc1ccccc1 (stereo not drawn)	?	-3%
4%	?	Nc1ccc2nc(-c3cccs3)[nH]c2c1	114	.
6%	10	O=C1CN(S(=O)(=O)c2ccc(F)cc2)CC(=O)N1CCc1ccccc1	-100*	-5%
-6%	-6	Cc1ccc(NC2CC(=O)N(c3ccc(C)cc3)C2=O)cc1 (stereo not drawn)	48	-3%
1%	-2	CCOCc1c(C(=O)OCC(=O)Nc2ccc(C)c(S(=O)(=O)N(C)C)c2)oc2ccccc12	?	.
-2%	?	CCOCCCNS(=O)(=O)c1ccc2c(c1)OCCO2	-6	1%
-8%	-4	O=C1c2ccccc2C(=O)N1CCCCSc1nnc2c(Cl)cc(Cl)cn12	-23	2%
-7%	4	CC(C)(C)C(=O)Nc1c2c(nc3c1CCC3)CCCC2	9	-4%
0%	5	COc1ccccc1C(=O)Nc1ccc(Oc2ncnc3sc(-c4ccccc4)cc23)cc1	-15	-1%
-4%	9	O=c1n(S(=O)(=O)c2cccc3cccnc23)c2ccccc2n1S(=O)(=O)c1cccc2cccnc12	?	-8%
-1%	11	COc1ccc(C2NCCc3cc(OC)c(OC)cc32)cc1OC (stereo not drawn)	?	17%
0%	-6	CCOC(=O)c1cccc(NC(=O)CN2CCN(c3ccc(OC)cc3)CC2)c1	?	-8%
-6%	5	COc1ccccc1Cc1noc(-c2cc(Cl)ccc2OC)n1	32	17%
-1%	6	CCOC(=O)c1c(-c2cccs2)csc1NC(=O)CC(C)C	12	2%
-24%	-4	Cc1ccc(C(=O)Nc2oc(-c3ccccc3)cc2C#N)cc1	?	-13%
1%	1	COc1cc2nc(N3CCNCC3)nc(N)c2cc1OC	?	11%[2.29 µM]
-18%	.	Cc1noc(C)c1C(=O)N1CCC[C@@]2(CCN(c3ccccc3)C2)C1	.	-2%
-2%	.	CSCCC(Nc1ccc(S(=O)(=O)N2CCOCC2)cc1[N+](=O)[O-])C(=O)OCC(=O)NCC(C)C (stereo not drawn)	-2	.
-2%	-1	Cc1ccc(S(=O)(=O)NC2=NCN(C3CCCCC3)CN2)cc1	-3	3%
14%	-11	Cc1cc(N2C(=O)C(=O)/C(=C(/O)c3ccc(F)cc3)C2c2ccc(F)cc2)no1 (stereo not drawn)	?	7%
0%	5	Cc1ccc2c(c1)C(C)CC(C)(C)N2C(=O)NC1CCCCC1 (stereo not drawn)	15	4%
-15%	9	Cc1ccc(NC(=O)CN(C)C(=O)CSc2nc3ccccc3c(=O)n2Cc2ccco2)cc1	-20	2%
4%	2	COc1ccc(CCN2C(=O)C(O)=C(C(C)=O)C2c2ccccc2OC)cc1OC (stereo not drawn)	-27	16%
5%	4	CCOc1ccc(C2OC(=O)Cc3cc(OC)c(OC)cc32)cc1 (stereo not drawn)	97	36%[activator]
-1%	-4	CCCn1c(=O)c2ccccc2n2c(SCC(=O)c3ccc(F)cc3)nnc12	-6	-13%
5%	2	CN(C)S(=O)(=O)c1cccc(C(=O)NC2CCCc3ccccc32)c1 (stereo not drawn)	?	1%
-1%	.	CCOC(=O)c1c(C)cc(O)cc1O	.	0%
5%	-4	CCOC(=O)CC(=O)Nc1ccc(Br)cc1C(=O)O	8	-5%
-2%	7	COCc1cc(Sc2ccc(Cl)cc2)nc(-c2ccccc2)n1	-24	-2%
0%	-5	CN(C)CCCNCCCCNC(=O)/C=N/O	-15	5%
-12%	3	CCCn1nnnc1SCC(=O)c1ccc(NC(C)=O)cc1	32	-3%
-15%	6	COc1ccc(N2C(=O)C3CCCN3C2c2ccc(C)o2)cc1Cl (stereo not drawn)	?	-3%
5%	4	COc1ccc(OCCc2nnc(N)s2)cc1	-3	5%
-9%	4	Cc1cc(C)c(C)c(S(=O)(=O)N2CCN(C(=O)c3cc(=O)[nH]c4ccccc34)CC2)c1C	2	-2%
-3%&2%	.	O=C(N[C@@H](c1ccccc1)[C@@H]1C[C@H]1C(=O)O)OCc1ccccc1	18	-1%
-13%	-1	CCC(=O)Nc1nc2c(s1)COc1ccccc1-2	?	0%
-4%	6	CN1/C(=C\P(=O)(N(C)C)N(C)C)C(C)(C)c2ccccc21	-18	8%
4%	0	O=C(NCc1ccccc1)c1cnc(-c2ccccn2)nc1C(F)(F)F	-25	6%
-10%	5	O=C(O)c1ccccc1SCc1ccc2c(c1)OCO2	15	-6%
0%	.	CC(C)C(=O)O/N=C(\N)c1ccccn1	?	.
-1%	.	CCn1ncc(Cl)c1C(=O)Nc1cc([N+](=O)[O-])ccc1OC	28	.
4%	8	Cc1cc(C)n(CC(O)Cn2c3ccc(Cl)cc3c3cc(Cl)ccc32)c(=O)n1 (stereo not drawn)	8	2%
-4%	.	O/N=C1\CCCC\C1=C/c1ccccc1	?	.
5%	2	CCOc1ccc(OCc2cccc(C(=O)O)c2)cc1	8	-17%
-6%	.	CC1(C)CC(=O)C2=C(C1)NC1=C(C(=O)c3ccccc31)C2c1ccccc1 (stereo not drawn)	35	.
-5%	-2	CN(C)Cc1c(O)ccc2occ(C(O)c3ccccc3)c12 (stereo not drawn)	-2	27%
-3%	0	O=c1c(-c2ccccc2)c(O)c2cccc3c2n1CCC3	-12	-4%
1%	2	COC(=O)C1=C(C)Nc2ncnn2C1c1ccc(OC(=O)c2ccccc2)cc1 (stereo not drawn)	-24	2%
2%	.	O=C(C1CCCO1)N1CCN(C(=S)Nc2ccccc2Cl)CC1 (stereo not drawn)	30	.
0%	0	Cc1nc2ncnn2c(C)c1CCC(=O)N1CCOCC1	-6	5%
2%	?	C=CCC(NCCCO)c1cccc(OC)c1OC (stereo not drawn)	29	-3%
8%	-1	O=C(Nc1ccc2nn(-c3ccccc3)nc2c1)c1ccco1	-100*	.
0%	10	CCCCCCCCCCCC(=O)O[C@H](CC(=O)O)C[N+](C)(C)C	.	22%
?	.	C=CCc1ccccc1OCC(=O)N/N=C/c1ccc(OC(C)=O)cc1OC(C)=O	13	.
2%	.	O=C1c2cccc3cccc(c23)C(=O)N1OS(=O)(=O)c1ccc(Cl)cc1	40	.
0%	8	CC(C)CN(C(=O)CSc1nnc2c(Cl)cc(C(F)(F)F)cn12)C1CCS(=O)(=O)C1 (stereo not drawn)	-27	1%
-1%	3	Nc1nnc(CSCc2ccccc2)s1	1	-3%
2%	.	NS(=O)(=O)c1cc2c(cc1Cl)NC(C(Cl)Cl)NS2(=O)=O (stereo not drawn)	19	3%
-5%	11	O=C(/C=C/c1ccccc1)CC(O)(c1ccccc1)C(F)(F)C(F)F (stereo not drawn)	27	-6%

Next part
12-hLO inh	IMPase inh	structure	PNC inhibitor	ALOX15B inhib
-5%	6	O=C(N/N=C/c1cccs1)c1cccc(NC(=O)c2ccccc2Cl)c1	16	.
1%	22	Cc1nc(NCCN2CCOCC2)c2oc3ccccc3c2n1	24	6%
1%	-7	O=C(Nc1ccc(Cl)cc1)Nc1nnc(CSCc2ccc(Cl)cc2)s1	-4	.
-1%	?	Cc1cccc(OCCc2nnc(N)s2)c1C	-4	-1%
-1%	.	O=C(CSc1nnc(-c2cccnc2)s1)Nc1ccnc2ccccc12	18	.
2%	1	Cc1ccc(-n2nc3cc(Cl)c(NC(=O)c4ccco4)cc3n2)cc1	?	-8%
-21%	20	CCNc1nc(N)c(C(=O)c2ccc(Cl)s2)s1	?	-9%
-2%	-12	Nc1ccc(Oc2ccc(Br)cc2)cc1	5	.
4%	-7	S=C(c1ccc2c(c1)OCO2)N1CCCCC1	-12	-8%
-7%	8	Cc1cc(C)c2c(c1)NC(=O)C2(O)CC(=O)c1cccs1 (stereo not drawn)	17	9%
2%	0	COc1ccc(C(=O)NCc2nnc(SCC(=O)N3CCC(C)CC3)o2)cc1OC	1	-14%
2%	3	CCOC(=O)N1CCN(C(=O)/C(=C/c2ccccc2OC)NC(=O)c2ccccc2)CC1	-7	-1%
21%	7	CCN1CCCC1CNC(=O)c1cn(CC)c2ccc(S(=O)(=O)N3CCCCCC3)cc2c1=O (stereo not drawn)	22	12%
-8%	1	C=CCOc1ccc(/C=C/C(C)=N\O)cc1	-30	7%
-13%	?	Cc1ccc(NC2=CC(=O)C(=O)c3ccccc32)cc1	11	.
7%	4	O=C(CSCc1c(Cl)cccc1Cl)NCc1cccnc1	17	4%
-5%	-8	CCOC(=O)C1C(=O)N(C(=O)c2cncc(Br)c2)CC1c1ccccc1 (stereo not drawn)	36	-3%
2%	.	Cc1nc2ccccc2n1Cc1n[nH]c(=S)n1-c1ccc(Cl)cc1	28	.
-1%	?	O=S(=O)(O)c1nnc2sc3ccccc3n12	8	2%

Shown with tabs: entries from further up.
canonical_smiles	12-hLO inh	IMPase inh	PNC inhibitor	ALOX15B inhib
O=C(CSCc1c(Cl)cccc1Cl)NCc1cccnc1	7%	4	17	4%
CCN1CCCC1CNC(=O)c1cn(CC)c2ccc(S(=O)(=O)N3CCCCCC3)cc2c1=O (stereo not drawn)	21%	7	22	12%
CCOC(=O)C1C(=O)N(C(=O)c2cncc(Br)c2)CC1c1ccccc1 (stereo not drawn)	-5%	-8	36	-3%
O=S(=O)(O)c1nnc2sc3ccccc3n12	-1%	?	8	2%
